Screening data deposited in PubChem BioAssay by National Center for Advancing Translational Sciences (NCATS).
HepG2 viability = qHTS for Inhibitors of TGF-b: Cytotox Counterscreen; HepG2 CAGA-GFP viability, ATP luminescence, 18 h; Potency, µM (top dose mostly 46.1 µM), inactives show top-dose activity change, negative = cytotoxicity, hits mostly cytotoxic; hit rate 0.76% among 410,000; note: potency is the fitted concentration of half-maximal effect; some results filed as inactive show a strong effect at the top dose
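CellTiter-Glo luminescence gave cytotoxicity after 18 hours at 37 degrees C. The cells were HepG2 CAGA-GFP in 1% FBS DMEM, stimulated with 500 pg/mL TGF-beta after compound addition. %Activity was normalised to no-cell wells (complete cell-killing) and DMSO (no toxicity), and curves were fitted and classified.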
KB-3-1 tox = qHTS assay for MDR1-selective chemotherapeutics: Primary screen using the parental adenocarcinoma cell KB-3-1; AID 1347075, 2019; hit rate 1.4% among 400,000; Potency, µM (doses to about 46.1 µM), without a hit: at the highest dose activity change, negative = cytotoxic, hits mostly cytotoxic; KB-3-1 viability, CellTiter-Glo ATP luminescence, 72 h; note: potency is the fitted concentration of half-maximal effect; % is set by controls: 0 for no effect and ±100 for the full control effect; nearly all actives have a fitted effect of over 60% in size
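Cytotoxicity measured as CellTiter-Glo luminescence after 72 h at 37 C. Compound titrations were pinned onto drug-naive KB-3-1 parental adenocarcinoma cells grown in DMEM with 10% FBS, and normalized data fitted to concentration-response curves.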
ATXN2 expr inh = Primary qHTS for Inhibitors of ATXN expression. HEK-293 ATXN2-luciferase reporter, luminescence, 24 h. Potency, µM (highest dose often 57 µM), for the others: top-dose activity change, negative = inhibition, usual class: inhibitors. hit rate 0.72% among 360,000. AID 1745845, 2022; note: potency is the fitted concentration of half-maximal effect; % is set by controls: 0 for no effect and ±100 for the full control effect; nearly all actives have a fitted effect of over 55% in size
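qHTS (up to 57 uM final) was run with 24 h compound exposure of reporter cells at 37 °C. Each well was multiplexed: SteadyGlo luminescence measured ATXN2-luciferase expression after a fluorogenic Gly-Phe-AFC viability readout (25 uM final).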
SW480 rereplic = A quantitative high throughput screen for small molecules that induce DNA re-replication in SW480 colon adenocarcinoma cells; SW480 DNA re-replication, Hoechst DNA content imaging, 48 h; Potency, µM (series often up to 46.1 µM), without a hit: at the highest dose re-replication activation, most hits filed as activators; hit rate 1.8% among 340,000; note: potency is the fitted concentration of half-maximal effect; % of control where 0% means no effect; nearly all actives have a fitted effect of over 55% in size
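Image-based read-out: total Hoechst fluorescence of nuclei (405 nm excitation, 500-530 nm emission), with hits raising the fraction of high-intensity nuclei. SW480 colon cells incubated 48 hr with compounds at 37 C.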
HT1080 IDH1KD tx = qHTS for induction of synthetic lethality in tumor cells producing 2HG: qHTS for the HT-1080-IDH1KD cell line; hit rate 2% among 360,000; Potency, µM (series often up to 46.1 µM), for the others: at the top dose activity, negative = toxicity, hits mostly cytotoxic; HT-1080 IDH1 knockdown viability, ATP luminescence, 48 h;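 note: potency is the fitted concentration of half-maximal effect; 0% = DMSO wells and -100% = cell-free medium wells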
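Cytotoxicity counter-line: IDH1KD HT-1080, 48 h, CellTiter-Glo. Curves classed by r2, magnitude and activity.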
MCF10A rerep = A quantitative high throughput screen for small molecules that induce DNA re-replication in MCF 10a normal breast cells; AID 624296, 2012; hit rate 2.9% among 350,000; MCF 10A DNA re-replication, Hoechst nuclear intensity, 48 h; Potency, µM (highest dose often 46.1 µM), for the others: top-dose activity, positive = re-replication, usual class: activators; note: potency is the fitted concentration of half-maximal effect; % of control where 0% means no effect; nearly all actives have a fitted effect of over 50% in size
IL-1B inflam inh = qHTS for Inhibitors of Inflammasome Signaling: IL-1-beta AlphaLISA Primary Screen; THP-1 LPS/ATP IL-1B secretion, AlphaLISA, 16 h; hits give low values; activity change, % at 57.5 µM; hit rate 4.7% among 360,000; AID 743279, 2014; in the data active = activity change below about -50%; inconclusive = mostly about -30% to -49%; note: % is set by controls: 0 for no effect and ±100 for the full control effect
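THP-1 cells pretreated 1 hr with compounds (up to 57.5 uM final), then stimulated with LPS (250 ng/mL final) plus ATP (1.25 mM final); secreted IL-1B measured by AlphaLISA after 16 hr, decreased signal indicating inhibition.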
ATXN viability = Viability Counterscreen for Primary qHTS for Inhibitors of ATXN expression. hit rate 0.49% among 400,000. Potency, µM (titrated, usually from 56.7 µM), most hits filed as cytotoxic. AID 651635, 2014. S2 cells (HEK-293 line with an ATXN2-luciferase reporter) viability, CellTiter-Fluor protease fluorescence, 24 h; note: potency is the fitted concentration of half-maximal effect; nearly all actives have a fitted effect of over 40% in size
HT1080-NT tox = qHTS for induction of synthetic lethality in tumor cells producing 2HG: qHTS for the HT-1080-NT fibrosarcoma cell line. HT-1080-NT fibrosarcoma viability, CellTiter-Glo ATP luminescence, 48 h. Potency, µM (top dose mostly 46.1 µM), for inactives: at the highest dose activity, negative = less viability, hits mostly cytotoxic. hit rate 1.6% among 360,000. AID 686970, 2013;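 note: NT is the 2HG producing partner of a matched IDH1 knockdown line; potency is the fitted concentration of half-maximal effect; 0% = DMSO-treated cells and -100% = media-only wells without cells; nearly all actives have a fitted effect of over 55% in size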
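HT-1080-NT; 750 cells/well; 5% FBS RPMI; 48 h compound, 37 degrees C; CellTiter-Glo luminescence; curve fitting and curve-class assignment.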
* marks the source's active call; other numbers are inactive results; i = inactive; ? = inconclusive; . = no result given; & = joins results of further samples; [ ] = remark or other dose. Unless noted, calls come from the whole dose curve; as a rule, active = well fitted curve in the direction sought with a large enough effect; inconclusive = small, poorly fitted or top-dose-only effect, or another doubt; inactive = no such curve, though single readings can be large; an effect the other way counts as inactive or inconclusive.

Each structure is followed by: HT1080 IDH1KD tx	SW480 rereplic	ATXN viability	IL-1B inflam inh	KB-3-1 tox	MCF10A rerep	HepG2 viability	ATXN2 expr inh	HT1080-NT tox
1	C=CCOc1ccc(CN(C)C(=O)c2ccc(CNS(=O)(=O)c3ccc(C)c(C)c3)cc2)cc1
    ?	-9%	i	-55*	13µM*	?	-17%	-19%	?
2	Cn1cccc1Cc1nnc(SCC(=O)NCc2ccc3c(c2)OCO3)n1CCc1ccccc1
    -17%	-1%	i	-12	5%	6%	-12%	-9%	18%
3	CN1CCCN(S(=O)(=O)c2ccc3ccccc3c2)CC1
    -7%	5%	i	-6	-5%	?	-7%	-17%	-8%
4	CC(Oc1ccccc1)C(=O)Nc1ccccc1O (stereo not given)
    -19%	-3%	i	9	-6%	426%[0.0737 µM]	7%	10%	-1%
5	Cc1cc(S(=O)(=O)NCCC2=CCCCC2)ccc1Br
    -24%	4%	i	-21	5%	?	-29%	-10%	-5%
6	O=C(O)c1ccccc1SC1CC(=O)N(C2CCCCC2)C1=O (stereo not given)
    10%	-17%	i	8	11%	8%	-1%	6%	22%
7	Cc1ccc(CN(Cc2ccco2)C(=O)c2oc3ccc(C)cc3c2C)cc1
    .	.	i	.	-4%	.	-27%	4%	.
8	Cc1ccc(NS(=O)(=O)c2cc(OCC(N)=O)c(C)cc2Cl)cc1C
    -16%	0%[9.22 µM]	i	31	-1%	-15%	-18%	-6%	-15%
9	CCOC(=O)CCCNC(=O)CCNC(=O)c1ccc(OC(C)C)cc1
    5%	-5%	i	76	-2%	-4%	4%	7%	9%
10	COc1ccc(/C(N)=N/OC(=O)c2cccc([N+](=O)[O-])c2C)cc1
    -3%	0%	i	3	-2%	3%	-46%	37%[activator]	2%
11	Cc1noc(C)c1COC(=O)c1cc2ccccc2cc1O
    -4%	-5%	i	-1	0%	13%	0%	1%	0%
12	Cc1[nH]c(=O)[nH]c(=O)c1S(=O)(=O)Nc1ccc(S(N)(=O)=O)cc1
    6%	-4%	i	-3	9%	6%	-1%	-2%	-1%
13	Cc1ccc(Nc2c(-c3c[nH]c4ccccc34)nc3cc(C)ccn23)cc1
    .	.	?	.	-21%	.	-60%	?	.
14	CSc1nnc(C)c(/C=C/Nc2ccc(Cl)cc2)n1
    -5%[9.24 µM]	?	i	8	0%	?	-15%	-4%	-18%
15	CN(C)S(=O)(=O)c1ccc(NC(=O)CN2CCN(C(c3ccccc3)c3ccccc3)CC2)cc1
    -4%	-2%	i	11	9%	1%	-10%	16%	-5%
16	O=S(=O)(c1ccc(S(=O)(=O)N2CCCC2)cc1)N1CCCCC1
    7%	-3%	?	10	?	5%	-32%	2%	7%
17	Nc1ncnc2c1ncn2[C@@H]1O[C@H](CO)[C@@H](O)[C@H]1O
    26%	8%&-7%	i	-2	0%	-4%&-5%	33%	11%&-6%	?
18	COCCCNC(=S)Nc1cccc2ncccc12
    ?	17%	i	159	18%	?	-27%	.	?
19	Cc1cc(/C=C2/NC(=O)N(Cc3ccccc3F)C2=O)c(C)n1C(C)C
    -3%	?	i	?	3%	?	6%	-10%	-8%
20	COc1ccccc1C(=O)NC(C(=O)NCCc1nc2ccccc2[nH]1)=C(C)C
    1%	6%	i	21	6%	0%	-5%	5%	-1%

Fetched by compound from the entries so far, two records:
Each structure is followed by: HT1080 IDH1KD tx	SW480 rereplic	ATXN viability	IL-1B inflam inh	KB-3-1 tox	MCF10A rerep	HepG2 viability	ATXN2 expr inh	HT1080-NT tox
9	CCOC(=O)CCCNC(=O)CCNC(=O)c1ccc(OC(C)C)cc1
    5%	-5%	i	76	-2%	-4%	4%	7%	9%
11	Cc1noc(C)c1COC(=O)c1cc2ccccc2cc1O
    -4%	-5%	i	-1	0%	13%	0%	1%	0%

Next part:
Each structure is followed by: HT1080 IDH1KD tx	SW480 rereplic	ATXN viability	IL-1B inflam inh	KB-3-1 tox	MCF10A rerep	HepG2 viability	ATXN2 expr inh	HT1080-NT tox
21	COC(=O)c1c(NC(=O)Cc2ccccc2)sc2c1C(C(=O)OC)CC2 (stereo not given)
    0%	-11%	i	-25	-5%	19%	-51%	-9%[11.3 µM]	17%
22	COc1ccc(C)cc1NC(=O)c1cc(S(=O)(=O)N2CCCC2)cn1C
    3%	0%	i	-10	-2%	-2%	-10%	0%	10%
23	CCOc1ccc(C(=O)O[C@H]2[C@H](Cc3ccccc3)NS(=O)(=O)[C@H]3C[C@@H]4C=C[C@]23O4)cc1
    -13%	1%	i	-7	-10%	11%	11%	3%	-4%
24	COc1ccc(CCNC(=O)c2ccc(NS(=O)(=O)c3ccc4[nH]c(=O)[nH]c4c3)cc2)cc1
    -3%	0%	i	6	8%	1%	-31%	2%	4%
25	O=C(CCN1CCN(C(=O)c2ccccc2)CC1)c1ccc(Br)cc1
    -26%	?	i	-23	2%	16µM*	-10%	-19%	?
26	Cc1cc(F)ccc1NS(=O)(=O)c1ccc(-n2cccn2)cc1
    .	.	i	.	-2%	.	-13%	-25%	.
27	COc1ccc(OC)c(C(=O)COC(=O)c2c(OC)cccc2OC)c1
    0%	-6%	i	-4	-1%	-2%	-8%	0%	-1%
28	O=C1C(Cl)=C(N2CCN(Cc3ccccc3)CC2)C(=O)N1Cc1ccccc1
    -16%	0%[9.22 µM]	i	-9	-16%	7%	-31%	-16%	-13%
29	COCCCNc1nc(N)c([N+](=O)[O-])c(N2CCCCCC2)n1
    -2%	1%	i	0	7%	4%	2%	-12%	1%
30	CCN1C(=O)NC(c2cccnc2)C(C(=O)OC)=C1C (stereo not given)
    2%	0%	i	17	-9%	6%	-2%	5%	10%
31	O=C(Nc1nc(-c2ccc3c(c2)Cc2ccccc2-3)cs1)c1ccccc1
    ?	-53%[inhibitor]	?	5	15%	-6%	-4%	?	-30%
32	COc1ccc(CCNC(=O)C2CCCN(c3nn4c(=O)cc(C)nc4s3)C2)cc1OC (stereo not given)
    8%	-6%	i	-10	7%	8%	2%	-8%	9%
33	COc1cc(C)c(Br)cc1S(=O)(=O)N1CCOCC1
    8%	-4%	i	1	1%	7%	-2%	0%	-1%
34	Cc1ccc(S(=O)(=O)N2CC3(C)CN(S(=O)(=O)c4ccc(C)cc4)CC(C)(C2)C3)cc1
    -4%	3%	i	31	-1%	10%	-1%	-4%	15%
35	CCCCCC(=O)N1C[C@@H](O)[C@H](n2cc(-c3ccc(F)cc3)nn2)C[C@@H]1c1ccc(Cl)cc1
    ?	.	?	-56*	?	.	-69%	?	-24%
36	O=C(c1ccc(S(=O)(=O)Cc2ccccc2F)c([N+](=O)[O-])c1)N1CCCC1
    ?	5%	i	-103*	14%	-1%	5%	43%[activator]	?
37	O=C(Nc1nccs1)c1cc2c(s1)CCCCC2
    ?	2%	i	-12	?	-2%	-44%	-51%	?
38	N/C(=N\OC(=O)c1cccc(Cl)c1)c1cccnc1
    9%	-6%	i	20	8%	7%	0%	38%	0%
39	S=C(Nc1ccc(Br)cc1Cl)NN1CCOCC1
    -1%	-21%	i	-12	-5%	-27%	3%	3%	-23%
40	COCCn1c(CCC(=O)Nc2ccc(OC)c(OC)c2)nc2cccnc21
    .	.	i	.	-1%	.	1%	3%	.
41	CC1(C)CC2CC(C)(CN2S(=O)(=O)c2ccc(F)cc2F)C1 (stereo not given)
    -1%	0%	i	14	-24%	-8%	-8%	-7%	2%
42	O=C(NOCc1ccccc1)c1ccc(Cl)cc1Cl
    7%	3%	i	?	9%	-6%	-3%	?	4%
43	COc1ccc(-c2nc(N3CCC(C)CC3)[nH]c(=O)c2C#N)cc1
    -21%	?	i	12	-12%	3.7µM*	-13%	-10%	0%
44	O=[N+]([O-])c1ccc(NCc2ccc3c(c2)OCO3)cc1
    -1%	-4%	i	-14	4%	-1%	-21%	0%	0%
45	Cc1nn(-c2ccccc2)c(Cl)c1C(=O)NCCN(C)C
    7%	-41%[inhibitor]	i	4	13%	29%	-18%	6%	13%
46	CN(C)c1ccc(C(=O)/C=C/c2cccnc2)cc1
    ?	?	i	-16	18µM*	?	-65%	60%[activator]	?
47	OCCNc1cc(-n2nc(-c3ccccc3)cc2-c2ccccc2)ncn1
    -1%	-5%	i	-16	-10%	9%	-32%	14%	-14%
48	CN(C)C(=S)NC1(C)CCS(=O)(=O)C1 (stereo not given)
    2%	-6%	i	2	8%	2%	11%	-7%	4%
49	O=C(CCCOC(=O)c1ccc(O)cc1)c1ccccc1
    8%	-1%	i	8	?	11%	1%	5%	-1%
50	CCc1ccc(Oc2c(C(F)(F)F)oc3c(CN4CCN(CC)CC4)c(O)ccc3c2=O)cc1
    .	.	i	.	-2%	.	-14%	-23%	.
51	COc1cc(/C=C/C(=O)O)cc(S(=O)(=O)NNC(=O)c2cc(C)oc2C)c1OC
    -2%	8%	i	1	3%	-43%[inhibitor]	10%	5%	-3%
52	O=C(c1cn(CCOc2ccc(Cl)cc2)c2ccccc12)C1CCCCC1
    .	.	i	.	-1%	.	-10%	6%	.
53	Cc1ccc(NC(=O)C2CCCN2C(=O)c2cccs2)c(C)c1 (stereo not given)
    0%	-9%	i	7	2%	-4%	-8%	6%	0%
54	C=CCNc1nc(N)c([N+](=O)[O-])c(NCc2ccccc2)n1
    0%	-25%	i	29	17%	18%	-17%	-7%	-11%
55	Cc1cc(OCc2cn3cccnc3n2)ccc1Cl
    -1%	-3%	i	-15	-5%	1%	-12%	31%	-4%
56	CCn1c(SCC(=O)Nc2cc(NC(C)=O)ccc2OC)nnc1-c1cccnc1
    0%	-1%	i	14	10%	15%	-1%	-5%	6%
57	CCSC1=NC2(CCN(C(=O)NC3CCCCC3)CC2)N=C1c1ccc(OC)cc1
    .	.	i	.	5%	.	-3%	2%	.
